TcdB inh = blocks C. difficile toxin B glycohydrolase activity; 350,000 tested, 0.24% active; AID 652162; TcdB glycohydrolase enzymatic assay, plate reader; P18177; inhibition, % at 9.99 µM; in the data active = inhibition above about 10%
Target sequence (P18177 whole entry, looked up): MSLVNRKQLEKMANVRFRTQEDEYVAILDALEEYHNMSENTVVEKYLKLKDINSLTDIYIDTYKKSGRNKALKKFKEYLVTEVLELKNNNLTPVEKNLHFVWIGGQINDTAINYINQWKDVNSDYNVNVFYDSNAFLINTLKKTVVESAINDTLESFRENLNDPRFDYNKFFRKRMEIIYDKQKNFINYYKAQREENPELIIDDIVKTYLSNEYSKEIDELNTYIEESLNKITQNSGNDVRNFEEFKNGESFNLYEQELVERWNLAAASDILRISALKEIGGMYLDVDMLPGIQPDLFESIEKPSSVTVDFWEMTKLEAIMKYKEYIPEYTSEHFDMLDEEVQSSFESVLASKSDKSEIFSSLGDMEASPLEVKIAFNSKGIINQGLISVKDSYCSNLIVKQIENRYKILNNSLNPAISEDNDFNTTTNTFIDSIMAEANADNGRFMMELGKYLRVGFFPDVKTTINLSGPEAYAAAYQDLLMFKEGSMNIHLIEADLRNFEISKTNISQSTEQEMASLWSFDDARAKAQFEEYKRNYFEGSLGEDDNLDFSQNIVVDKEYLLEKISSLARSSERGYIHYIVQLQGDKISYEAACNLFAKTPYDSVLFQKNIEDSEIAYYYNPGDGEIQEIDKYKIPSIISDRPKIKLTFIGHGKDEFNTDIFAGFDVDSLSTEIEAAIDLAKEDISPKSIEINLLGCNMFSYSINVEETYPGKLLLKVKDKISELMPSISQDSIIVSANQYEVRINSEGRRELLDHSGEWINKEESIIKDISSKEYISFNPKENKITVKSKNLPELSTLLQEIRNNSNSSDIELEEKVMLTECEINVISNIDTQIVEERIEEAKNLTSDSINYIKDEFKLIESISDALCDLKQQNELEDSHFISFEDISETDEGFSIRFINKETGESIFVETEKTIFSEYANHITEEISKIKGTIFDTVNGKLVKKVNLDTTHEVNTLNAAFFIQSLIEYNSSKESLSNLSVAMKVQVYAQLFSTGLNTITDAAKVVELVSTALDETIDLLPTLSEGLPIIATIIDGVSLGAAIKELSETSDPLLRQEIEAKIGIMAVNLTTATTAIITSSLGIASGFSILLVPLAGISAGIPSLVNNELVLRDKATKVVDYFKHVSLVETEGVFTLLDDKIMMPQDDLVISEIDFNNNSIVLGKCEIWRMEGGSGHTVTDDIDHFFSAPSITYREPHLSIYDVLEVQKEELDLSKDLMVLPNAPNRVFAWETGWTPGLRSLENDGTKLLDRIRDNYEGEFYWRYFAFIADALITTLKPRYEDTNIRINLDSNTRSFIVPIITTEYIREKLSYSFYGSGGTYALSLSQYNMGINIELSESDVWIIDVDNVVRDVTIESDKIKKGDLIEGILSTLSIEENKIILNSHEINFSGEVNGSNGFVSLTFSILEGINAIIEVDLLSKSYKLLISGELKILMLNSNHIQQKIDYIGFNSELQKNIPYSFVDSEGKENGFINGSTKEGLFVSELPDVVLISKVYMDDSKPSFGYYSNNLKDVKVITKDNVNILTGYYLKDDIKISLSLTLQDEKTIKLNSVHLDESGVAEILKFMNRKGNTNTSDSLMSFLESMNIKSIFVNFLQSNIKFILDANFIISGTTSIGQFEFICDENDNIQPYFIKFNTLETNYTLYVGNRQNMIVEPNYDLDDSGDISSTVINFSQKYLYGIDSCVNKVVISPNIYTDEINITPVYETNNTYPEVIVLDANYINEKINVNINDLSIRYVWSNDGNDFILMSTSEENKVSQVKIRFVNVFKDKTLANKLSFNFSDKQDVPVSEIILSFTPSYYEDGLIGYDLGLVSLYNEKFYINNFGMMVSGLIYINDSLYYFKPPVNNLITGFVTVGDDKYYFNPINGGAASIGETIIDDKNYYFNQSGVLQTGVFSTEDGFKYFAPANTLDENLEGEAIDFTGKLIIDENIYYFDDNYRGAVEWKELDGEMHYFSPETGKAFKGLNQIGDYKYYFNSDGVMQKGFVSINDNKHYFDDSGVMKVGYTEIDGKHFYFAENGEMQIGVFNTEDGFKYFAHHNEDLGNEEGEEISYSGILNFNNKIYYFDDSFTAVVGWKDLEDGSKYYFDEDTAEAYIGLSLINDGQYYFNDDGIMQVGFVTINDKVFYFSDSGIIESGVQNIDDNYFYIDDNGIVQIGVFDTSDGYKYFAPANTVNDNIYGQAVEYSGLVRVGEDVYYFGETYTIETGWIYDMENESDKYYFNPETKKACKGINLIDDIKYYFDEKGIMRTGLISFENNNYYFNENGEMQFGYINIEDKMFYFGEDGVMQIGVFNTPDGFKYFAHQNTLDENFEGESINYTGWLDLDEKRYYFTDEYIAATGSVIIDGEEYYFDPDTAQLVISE
PfHsp40 rescue = rescue of PfHsp40-mediated yeast toxicity. S. cerevisiae expressing PfHsp40, growth rescue, ATP luminescence. growth rescue, % at 12.5 µM. 340,000 tested, 0.68% active. AID 504582; in the data active = growth rescue above about 28%, passing the limit was not always enough; inconclusive = no clear call, values can overlap the other calls;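 note: yeast W303a lacking pdr1 and pdr3 grown in galactose medium; growth measured after three days at 30 °C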
Y pestis TopoI = Y. pestis Topo-I inhibition via cleavage products. 360,000 tested, 0.064% active. Y. pestis Topo-I cleavage product accumulation, plate reader. AID 504884. activity, % at 10 µM; in the data active = activity above about 50%, passing the limit was not always enough; inconclusive = no clear call, values can overlap the other calls; note: inactives centre near 2
Anthrax LF inh2 = anthrax lethal factor protease inhibition. P15917. 360,000 tested, 0.12% active. multiplex microsphere protease cleavage assay, LF. inhibition, % at 10 µM; in the data active = inhibition above about 30%; inconclusive = no clear call, values can overlap the other calls; note: plate controls were buffer without enzyme for full effect and enzyme alone for no effect
MazF activator = MazEF (E. coli) toxin RNase activation. 350,000 tested, 0.32% active. FAM/BHQ RNA-DNA oligo cleavage fluorescence, 5 h. P0AE70. activation, % at 20 µM; in the data active = activation above about 50%
SARS 3CLpro inh = SARS-CoV 3CLpro protease inhibition; AID 1706; P0C6X7; 290,000 tested, 0.14% active; recombinant SARS-CoV 3CLpro, quenched FRET peptide cleavage; inhibition, % at 6 µM; in the data active = inhibition above about 12%
Vc quorum ag = quorum light induction in luxS cqsA deficient V. cholerae | 350,000 tested, 0.16% active | activation, % at 18.7 µM | V. cholerae BH1578 lux reporter, luminescence, 6 h; in the data active = activation mostly above about 9.7%, no sharp cut-off; inconclusive = no clear call, values can overlap the other calls; inactive = mostly below about 3.7%; note: not every result past the cut was called active; inactives centre near 0; reference of the scale not given here
PriA SSB inh = K. pneumoniae PriA-SSBct interaction inhibition | AlphaScreen SSBct-PriA binding, biotinylated peptide | inhibition, % at 33 µM | 430,000 tested, 0.6% active; in the data active = inhibition mostly above about 37%, no sharp cut-off; inactive = mostly below about 20%;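 note: plate controls were negative control peptide for no effect and reference peptide for full effect; strong numbers were not always called active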
Rv3671c inh = inhibits the M. tuberculosis serine protease Rv3671c. P9WHR9. AID 2606. 320,000 tested, 0.048% active. inhibition, % at 5.96 µM; in the data active = inhibition above about 38%;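 note: extracellular domain of Rv3671c used as enzyme; 0% = enzyme with DMSO and 100% = no enzyme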
VHR inh abs = blocks human VHR1 dual specificity phosphatase. AID 1654. 290,000 tested, 0.52% active. recombinant VHR phosphatase, pNPP absorbance. inhibition, % at 13.3 µM; in the data active = inhibition above about 50%; note: some compounds called inactive have numbers as strong as hits
An asterisk follows results filed as active; i = inactive; ? = inconclusive; . = no result given; & = joins results of further samples.

SMILES	TcdB inh	PfHsp40 rescue	Y pestis TopoI	Anthrax LF inh2	MazF activator	SARS 3CLpro inh	Vc quorum ag	PriA SSB inh	Rv3671c inh	VHR inh abs
Cc1nn(C)c(C)c1S(=O)(=O)N1CCCC(C(=O)NCC2COc3ccccc3O2)C1 (stereo not drawn)	0.5	-0.6	3	3	10	5	i	8	-5	17
Cc1ccccc1NC(=O)c1cc2c(C)nc3ccccc3c2o1	1.4	0.2	-2	-2	2	-2	-0.4	-2	2	18
O=C(NC1CCCCC1)c1ccc2snnc2c1	-0.8	-0.1	0	-3	2	0	-0.4	-4	-2	31
CCCCOc1cccc(C2/C(=C(/O)c3ccc4c(c3)CC(C)O4)C(=O)C(=O)N2CCN2CCOCC2)c1 (stereo not drawn)	0.9	5.7	29	?	7	7	-0.5	.	-10	-20
O=C(NCc1cccs1)C1CCN(S(=O)(=O)c2cccc([N+](=O)[O-])c2)CC1	1.5	-0.8	-7	-3	5	-3	-0.3	5	12	-3
O=C(Cn1cnc2ccccc2c1=O)NCC(=O)N1CCC2(CC1)OCCO2	.	-0.2	2	-1	-6	3	i	-20	0	-2
O=C1CCCCc2cc(O)c(O)cc21	-3.3	.	3	-9	8	.	i	.	.	.
CCN(C(=O)c1cc2c(=O)[nH]c3ccc(C)cc3c2s1)c1cccc(C)c1	0.2	-0.8	1	4	9	-3	i	3	-9	13
CC(=O)Nc1ccc(OCC(=O)N(CC(C)C)C2CCS(=O)(=O)C2)cc1 (stereo not drawn)	1.2	-1.3	8	6	13	-3	-0.2	7	7	32
CCc1cccc(NC(=O)c2ccc(NS(=O)(=O)c3c(C)noc3C)cc2)c1	.	1.7	10	-5	3	4	i	7	-23	-7
C=CCNC(=O)CCCCCNS(=O)(=O)c1ccc(OC)cc1	.	-0.7	-2	2	-1	0	-0.2	-3	-4	23
CCOc1ccc(Oc2ccccc2NS(=O)(=O)c2ccc(CCC(=O)O)cc2)cc1	0.9	0.2	-1	-1	-1	.	-0.6	0	5	.
O=C(NC1CC2CCCC(C1)N2C(=O)Nc1cccc(F)c1)C1CC1 (stereo not drawn)	1.0	-1.1	-1	0	-2	3	i	-2	15	-11
Cc1cc(C)c2c(=O)cc(C(F)(F)F)oc2n1	-0.2	0.1	11	2	2	-4	i	0	-3	15
Cc1nc2ccccn2c(=O)c1NC(=O)COc1ccccc1	2.2	.	-6	6	-16	.	-1.4	.	.	.
COCCNC(=O)CCC1CCN(Cc2ccc(-c3ccccc3)cc2)CC1	0.3	1.2	0	3	0	-2	-0.2	-4	1	16
CCC1(C)Cc2c(C#N)c(N)n(N)c(=S)c2CO1 (stereo not drawn)	.	-0.6	8	-2	4	-3	-0.2	-13	0	27
C/C(=N\Nc1nc(C)c(C)s1)c1ccc([N+](=O)[O-])cc1	3.3	0.7	-2	-5	11	1	-0.2	.	8	9
S=C(NCc1ccncc1)Nc1cccc(Cl)c1	.	-0.9	0	-1	-3	0	-0.3	12	-1	8
Cc1ccsc1C(=O)OCC(=O)N1C(C)CCCC1C (stereo not drawn)	1.2	-0.1	2	7	4	.	i	-13	3	.
CC(C)(C)OC(=O)N1Cc2ccccc2C[C@H]1C(=O)NCC(=O)NC1CCCC1	1.5	-0.4	5	-4	4	-2	-0.6	2	1	5
COCCCN(C(=O)c1ccc2ccccc2n1)c1c(N)n(Cc2ccccc2)c(=O)[nH]c1=O	1.0	-1.4	5	6	4	.	-8.0	3	-6	.
COc1ccccc1/C=C/C(=O)OCC(=O)Nc1ccc2c(c1)OCO2	0.6	0.0	18	2	0	.	i	-5	-1	.
O=C(Oc1cccc(Nc2ncnc3ccccc23)c1)c1cccnc1	.	0.2	1	-7	1	2	-1.8	-10	-2	9
COc1ccccc1CCN=C(N)NS(=O)(=O)c1cc(F)ccc1F	0.7	5.9	8	0	-5	-1	-0.7	-3	11	19
COc1ccc(NC(=O)NNC(=O)CCc2ccc(O)c(O)c2)cc1OC	-12	-0.6	4	1	8	-4	-0.3	7	8	31
COc1ccc(CN2CCN(CCc3ccccc3)C(CCO)C2)c(O)c1 (stereo not drawn)	0.7	1.7	-14	2	-21	-2	-0.4	-6	4	8
Cc1cc(CNC(=O)C2CCC(=O)N(Cc3ccccc3F)C2)nn1C (stereo not drawn)	0.7	-0.5	7	4	1	2	i	-7	3	6
COc1ccc(N2CCN(c3ccc(C(=O)O)cc3[N+](=O)[O-])CC2)cc1	-16	-1.3	12	9	3	1	i	15	-7	28
NC(=O)C1CC(=O)N(c2ccc(OCC(=O)N3CCCC3)cc2)C1 (stereo not drawn)	0.7	0.1	-7	-5	-3	.	-3.2	-2	.	.
O=C(NCC1CCCO1)c1ccc([N+](=O)[O-])s1 (stereo not drawn)	1.4	0.1	3	-6	5	-2	-0.3	-7	3	-36
CC(=O)Nc1ccc(Sc2ccccc2C(=O)O)cn1	1.8	-0.8	8	1	-3	-5	i	-4	0	16
CN(C)N1C(N)=C(C#N)C(c2cccs2)C2=C1CCCC2=O (stereo not drawn)	-0.3	0.2	3	3	-30	-2	-0.5	-10	-7	23
COc1ccc2c(c1)c(C(=O)OCCN(C)C)c(C)n2C	.	-1.7	-1	-1	-2	-7	-0.2	-18	3	-15
COc1ccc(CN=Cc2c(O)[nH]c3ccccc23)cc1	-0.7	0.0	0	2	8	2	i	1	0	13
CCn1cc(S(=O)(=O)Nc2ccc(C)c(Cl)c2)cn1	0.5	1.2	7	1	4	-2	3.6	-9	-3	0
N#CCSc1nnc2sc3ccccc3n12	1.3	-0.2	3	3	3	-5	-0.2	-13	4	0
COc1ccccc1N(CC(=O)N/N=C/c1ccc(OCC(=O)NCc2ccco2)cc1)S(=O)(=O)c1ccc(C)cc1	.	-0.2	2	-1	3	3	4.5	.	-20	20
CC(C)c1ccc(C2c3[nH]c4ccccc4c3C[C@H]3C(=O)N(c4ccccc4C(=O)N4CCC[C@@H]4C(=O)O)C(=O)N23)cc1 (stereo partly drawn)	0.6	1.3	17	-7	7	7	-0.6	4	-10	4
CC(C)c1nc2cc(C(=O)N3CCN(c4cnccn4)CC3)ccc2o1	0.1	-1.0	-1	2	5	1	0.0	-20	3	6
CCOC(=O)N1CCN(S(=O)(=O)c2ccc(OCC(=O)OC)c(Cl)c2)CC1	1.4	0.9	1	-1	6	3	-0.4	-5	0	-20
Cc1ccc(NC(=O)N2CCCN(C(=O)OC(C)(C)C)CC2)cc1Cl	2.1	0.8	5	4	-3	-1	i	-6	-6	-2
CCN(CC(=O)Nc1ccccc1C(F)(F)F)C(=O)C1=COCCO1	2.0	.	-2	-2	2	.	3.4	-9	9	.
CCCc1c(C)[nH]c2ccccc2c1=O	.	0.7	-5	-2	4	5	-5.6	-1	0	0
Cn1c(SCC(=O)NCc2ccccc2)ncc(C(=O)Nc2ccccc2)c1=O	2.4	-2.5	5	-1	-40	.	i	-21	-13	.

A few values from the list.
`Cc1ccc(NC(=O)N2CCCN(C(=O)OC(C)(C)C)CC2)cc1Cl` @ Y pestis TopoI: 5
`COc1ccc(NC(=O)NNC(=O)CCc2ccc(O)c(O)c2)cc1OC` @ SARS 3CLpro inh: -4
`COc1ccccc1CCN=C(N)NS(=O)(=O)c1cc(F)ccc1F` @ TcdB inh: 0.7
`CCN(C(=O)c1cc2c(=O)[nH]c3ccc(C)cc3c2s1)c1cccc(C)c1` @ SARS 3CLpro inh: -3

Sorted by molecular weight (high to low): part of the list above
SMILES	TcdB inh	PfHsp40 rescue	Y pestis TopoI	Anthrax LF inh2	MazF activator	SARS 3CLpro inh	Vc quorum ag	PriA SSB inh	Rv3671c inh	VHR inh abs
Cn1c(SCC(=O)NCc2ccccc2)ncc(C(=O)Nc2ccccc2)c1=O	2.4	-2.5	5	-1	-40	.	i	-21	-13	.
CCn1cc(S(=O)(=O)Nc2ccc(C)c(Cl)c2)cn1	0.5	1.2	7	1	4	-2	3.6	-9	-3	0
CCCc1c(C)[nH]c2ccccc2c1=O	.	0.7	-5	-2	4	5	-5.6	-1	0	0

Back to the main list with the 7 entries that preceded the break.
SMILES	TcdB inh	PfHsp40 rescue	Y pestis TopoI	Anthrax LF inh2	MazF activator	SARS 3CLpro inh	Vc quorum ag	PriA SSB inh	Rv3671c inh	VHR inh abs
CC(C)c1ccc(C2c3[nH]c4ccccc4c3C[C@H]3C(=O)N(c4ccccc4C(=O)N4CCC[C@@H]4C(=O)O)C(=O)N23)cc1 (stereo partly drawn)	0.6	1.3	17	-7	7	7	-0.6	4	-10	4
CC(C)c1nc2cc(C(=O)N3CCN(c4cnccn4)CC3)ccc2o1	0.1	-1.0	-1	2	5	1	0.0	-20	3	6
CCOC(=O)N1CCN(S(=O)(=O)c2ccc(OCC(=O)OC)c(Cl)c2)CC1	1.4	0.9	1	-1	6	3	-0.4	-5	0	-20
Cc1ccc(NC(=O)N2CCCN(C(=O)OC(C)(C)C)CC2)cc1Cl	2.1	0.8	5	4	-3	-1	i	-6	-6	-2
CCN(CC(=O)Nc1ccccc1C(F)(F)F)C(=O)C1=COCCO1	2.0	.	-2	-2	2	.	3.4	-9	9	.
CCCc1c(C)[nH]c2ccccc2c1=O	.	0.7	-5	-2	4	5	-5.6	-1	0	0
Cn1c(SCC(=O)NCc2ccccc2)ncc(C(=O)Nc2ccccc2)c1=O	2.4	-2.5	5	-1	-40	.	i	-21	-13	.
Cc1cc(C)n(C(=O)CN2C(=O)CCC2=O)n1	.	0.1	1	-1	3	-8	0.0	-12	4	14
COc1ccc(CN(C(=O)/C=C/C(=O)c2ccc(OC)cc2O)C(C(=O)NC2CCCCC2)c2ccncc2)cc1 (stereo not drawn)	2.3	6.5	25	2	-8	-1	-0.3	3	-3	16
CCN(CC)C(=O)C1CC(c2ccc(OC)cc2)=NO1 (stereo not drawn)	.	0.6	5	0	-5	1	-0.3	-23	6	10
Cc1cc(=O)n2[nH]c(NCc3ccccc3F)nc2n1	1.3	2.9	-1	4	-17	1	-0.8	-11	-4	7
CCOC(=O)c1c(CSc2ccccc2)oc2ccc(O)cc12	0.0	22	3	1	-6	5	-0.1	-6	-31	0
COc1cccc2c1C(=O)C[C@]1(CCCC[C@@H]1C)O2	1.3	-1.5	-4	2	-1	.	-0.4	-31	8	.
COc1ccc(C=O)cc1CN1CCCN(Cc2ccc(Cl)cc2)S1(=O)=O	0.9	0.0	4	6	-10	-2	-0.1	2	-4	5
COc1ccc(-c2csc3nc(C)nc(N4CCN(c5ccc(C(C)=O)cc5)CC4)c23)cc1OC	-0.8	0.3	1	-2	-8	3	0.1	11	-1	-14
COc1ccccc1NC(=O)CCc1nc(-c2ccccc2F)no1	1.1	0.3	13	-6	-2	2	-0.5	-5	0	13
COc1ccc(-c2nc3nc(C)cc(C)n3n2)cc1	.	0.1	-6	-2	0	2	-0.3	-2	-5	-10
N#CC1=C(Nc2ccc(Br)cc2)CCC1	.	0.5	10	-5	-3	-5	1.4	-5	-3	5
O=C(CSc1nnc(-c2cccnc2)o1)Nc1ccccc1Br	0.5	0.1	-7	0	7	0	-4.4	-21	3	22
COc1ccc(CCNc2ccc(S(=O)(=O)N3CCCC3)cc2[N+](=O)[O-])cc1	.	0.9	33	1	-5	-5	-2.8	11	-6	-10
O=C(NCc1nc2ccccc2[nH]1)C1=C[C@H](c2ccc3c(c2)OCO3)C[C@H](OCc2ccc(CO)cc2)O1	-0.6&0.1	1.8	21	4	4	5	i	-6	-9	-8
COC(=O)Cc1c(CSc2ccccc2)oc2ccc(O)c(CN(C)C)c12	1.0	1.7	-1	-8	7	-1	i	-1	2	-9
CN(C)C(=O)Oc1ccc2c(c1)O/C(=C\c1cccc(Cl)c1)C2=O	1.2	.	1	10	5	5	-0.1	0	7	-15

From PubChem BioAssay

Some of the compounds tested, so the mix of outcomes need not match the whole.
